Kir21 inh – blocks the mouse Kir2.1 inward-rectifier potassium channel; P35561; HEK293-Kir2.1, FluxOR thallium flux fluorescence; stronger effect = lower value; B-score at 10 µM; hit rate 0.85% among 310,000; AID 1672;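 active = fluorescence ratio B-score at or below minus 3 SD of library scores, with starting-brightness B-score within 2 SD, cut at about -4.2 in these data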;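 also: channel flux triggered by added potassium and thallium sulfate stimulus; B-score of peak minus minimum fluorescence over baseline after thallium stimulus; more negative B-score means stronger Kir2.1 block with less thallium influx; some compounds called inactive have numbers as strong as hits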
KCNQ2 inh – KCNQ2 channel blockers in CHO-K1 cells – cell-based, FluxOR thallium flux, B-score, primary screen (AID 2156) | hit rate 1.1% among 310,000 | O88943 | 20 min; stronger effect = lower value | B-score at 10 µM;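 active = fluorescence ratio B-score at most minus 3 library SDs, with starting brightness B-score within 2 library SDs, cut at about -5.5 in these data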
Target sequence (O88943 whole entry, looked up): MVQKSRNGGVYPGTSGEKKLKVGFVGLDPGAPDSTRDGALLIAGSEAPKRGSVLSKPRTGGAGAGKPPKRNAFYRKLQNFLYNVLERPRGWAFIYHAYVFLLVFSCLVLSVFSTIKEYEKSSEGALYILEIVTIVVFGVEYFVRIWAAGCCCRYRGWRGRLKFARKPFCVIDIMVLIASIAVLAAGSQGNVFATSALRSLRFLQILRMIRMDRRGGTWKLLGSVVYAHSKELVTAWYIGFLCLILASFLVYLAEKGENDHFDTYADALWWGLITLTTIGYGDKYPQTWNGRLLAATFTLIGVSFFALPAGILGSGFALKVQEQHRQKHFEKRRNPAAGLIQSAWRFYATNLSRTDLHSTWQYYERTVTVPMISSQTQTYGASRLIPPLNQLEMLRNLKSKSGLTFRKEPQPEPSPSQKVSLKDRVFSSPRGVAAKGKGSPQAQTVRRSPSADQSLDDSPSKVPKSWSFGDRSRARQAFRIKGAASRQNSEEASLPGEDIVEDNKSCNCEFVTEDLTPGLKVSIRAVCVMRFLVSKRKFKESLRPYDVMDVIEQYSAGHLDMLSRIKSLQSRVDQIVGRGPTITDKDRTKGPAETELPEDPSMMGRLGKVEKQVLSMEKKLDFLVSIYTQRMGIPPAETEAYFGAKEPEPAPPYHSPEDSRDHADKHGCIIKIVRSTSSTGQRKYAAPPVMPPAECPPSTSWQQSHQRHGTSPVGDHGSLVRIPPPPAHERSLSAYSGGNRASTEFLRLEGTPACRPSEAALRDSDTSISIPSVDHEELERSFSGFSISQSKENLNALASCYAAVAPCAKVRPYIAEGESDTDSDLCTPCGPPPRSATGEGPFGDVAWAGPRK
An asterisk follows results filed as active; i = inactive; & = joins results of further samples.

SMILES,Kir21 inh,KCNQ2 inh
CCN=C1S/C(=C/c2ccc(-c3ccc(F)cc3)o2)C(=O)N1CC,1.6,i
O=C(O)C1CCCCC1C(=O)NCc1ccc2c(c1)OCO2 (stereo not drawn),1.8,i
O=C(CSc1nnc(Cc2csc(Nc3cccc(Cl)c3)n2)o1)N1CCc2ccccc21,-0.29,i
CCC(CC)C(=O)c1c[nH]c(C(=O)NCCCn2ccnc2)c1,0.97,i
COc1ccc(-c2nsc(SCC(=O)NCc3ccc4c(c3)OCO4)n2)cc1,1.1,i
COc1ccc(C(C#N)N2N=C(c3ccccc3)CC2c2ccccc2)cc1OC (stereo not drawn),-0.95,i
CCOc1ccc(NC(=O)CC2Nc3ccccc3NC2=O)cc1 (stereo not drawn),-0.02,i
COc1cccc(-c2cc(C(F)(F)F)n3nc(C(=O)Nc4c(C)n(C)n(-c5ccccc5)c4=O)cc3n2)c1,0.53,i
Cc1ccnc(NC(=O)CCNC(=O)c2ccc(Cl)cc2)c1,-0.87,i
CCOc1ccc(S(=O)(=O)NCc2ccc(OC)cc2)c2cccnc12,-1.3,i
CN1CCN(S(=O)(=O)c2cc([N+](=O)[O-])ccc2N2CCCCCC2)CC1,0.64,i
Cc1cc(C)cc(NC(=O)N2CCN(Cc3ccc4c(c3)OCO4)CC2)c1,-2.1,i
NC(=O)c1nsc(C(=O)N(c2cccc(F)c2)C(C(=O)NC2CCCC2)c2ccc(O)cc2)c1N (stereo not drawn),0.01,i
COc1cccc(CNC(=O)CCCn2ccc3cc(S(=O)(=O)N4CCCC4)ccc32)c1,1.5,i
CC(=O)Nc1ccc(/C=C/C(=O)c2ccc3c(c2)OCCO3)cc1,-0.27,i
O=C(CSc1nnc2ccc(-c3ccc(F)cc3)nn12)NCC1CCCO1 (stereo not drawn),1.1,i
C=CCn1c(SCC(=O)c2[nH]c(C)c(C(=O)OCC)c2C)nc2scc(-c3ccccc3)c2c1=O,-0.73,i
COc1ccccc1N1CCN(/N=C(\C)c2ccccc2O)CC1,1.4,i
C=CCN1C(=O)/C(=C/c2ccc(OC(C)=O)c(OCC)c2[N+](=O)[O-])SC1=S,-0.68,i
Cc1c(-c2ccccc2)[n+](=O)c(-c2ccco2)c(C)n1[O-],0.53,i
O=C(O)CCC(=O)N1CCc2cc(S(=O)(=O)NCCc3ccc(Cl)cc3)ccc21,0.01,i
CS(=O)(=O)N1CCc2cc(C(=O)Nc3ccc(Cl)cc3)ccc21,0.21,i
CCOCCCn1c(SCC(=O)N2CCOCC2)nc2ccccc2c1=O,0.97,i
Cc1ccc(-c2nsc(SCC(=O)NCc3ccc4c(c3)OCO4)n2)cc1,-0.01,i
CCOC(=O)C1=C(CC)Nc2ccccc2N=C1NC(=O)c1ccc(S(=O)(=O)N2CCOCC2)cc1,-0.92,i
CCc1ccc2c(c1)C(NC(C)=O)C(=O)N2CCN1CCOCC1 (stereo not drawn),0.02,i
CCSc1nc2c(c(=O)[nH]1)C(c1cccs1)C(C(=O)OC)=C(C)N2 (stereo not drawn),0.46,i
CS(=O)(=O)N(CC(=O)Nc1ccc(F)cc1)C1CCCCC1,0.37,i
COc1cccc(Nc2ncnc3onc(-c4ccccc4OC)c23)c1,-0.91,i
CCOC(=O)C1=C(N)OC2=C(C(=O)CCC2)C1c1ccc(C)s1 (stereo not drawn),-0.29,i
Cc1ccc(-n2nnnc2SCC(=O)N2c3ccccc3NC(=O)C2(C)C)cc1,-0.3,i
Cc1nnc(SCC(=O)Nc2c(Cl)cccc2Cl)[nH]c1=O,-1.9,i
Cc1ccc2[nH]c(=O)c(COC(=O)c3cccs3)cc2c1,-0.08,i
Cc1cccc(NC(=O)c2cc(NC(=O)CCCC(=O)O)ccc2Cl)n1,0.52,i
CCOC(=O)Cc1csc(NC(=O)CCc2ccc(S(=O)(=O)N3CCOCC3)cc2)n1,-2.8,i
CCCCCCCCC(=O)NNC(=O)c1c(O)c2ccccc2n(CCC)c1=O,0.45,i
Cc1ccc(-c2nc3ccccc3c(=O)n2NC(=O)COc2ccccc2)cc1,-1.1,-6.8*
O=C(NC(=Nc1nc2ccccc2o1)NC(=O)c1ccccc1)c1ccccc1,-0.19,i
Cc1nn(-c2cccc(C(=O)O)c2)c(C)c1Oc1ccccc1O,-2.1,i
O=C(CSc1nc2ccccc2s1)Nn1cnnc1,0.3,i
COc1ccc(NC(=O)Cn2c(C(C)C)nc(C)cc2=O)cc1Cl,0.28,i
COc1ccccc1NC(=O)CN(c1ccccc1OC)S(=O)(=O)c1ccccc1,-0.1,i
Cc1ccc(S(=O)(=O)NCc2ccc(C(=O)NCCCN3CCC(Cc4ccccc4)CC3)cc2)cc1,-3.9,i
COc1ccc(C(C(=O)NC2CCCCC2)N(C(=O)Cc2c[nH]c3ccccc23)c2ccccc2C)cc1OC (stereo not drawn),2.5,i
COc1cc(C2=NOC(C(=O)Nc3c(C)n(C)n(-c4ccccc4)c3=O)C2)cc(OC)c1OC (stereo not drawn),0.39,i
Oc1ccccc1-c1nc2c3ccccc3c3ccccc3c2[nH]1,0.23,i
CCC1CCCCN1Cc1nc2ccccc2c(=O)n1CC(C)=O (stereo not drawn),0.88,i
COC(=O)c1ccccc1-n1c(CCC(=O)O)ccc1-c1ccc(F)cc1,1.1,i
CCOc1cc(S(=O)(=O)NCc2ccco2)c(OCC)cc1-n1cnnn1,-0.15,i
COc1ccc2cc(C)c3nnc(SCC(=O)Nc4cc(OC)c(OC)cc4C(=O)O)n3c2c1,-1.8,i
COc1ccc(C(CNC(=O)COc2ccccc2)N2CCOCC2)cc1 (stereo not drawn),0.64,i
O=C(NCc1cccs1)c1ccccc1C(=O)NCc1cccs1,-1.6,i
CCC1(C)N=C(c2ccc3c(c2)OCO3)CC(c2ccccc2O)N1 (stereo not drawn),-0.01,i
CCn1c(SCC(=O)Nc2ccccc2Br)nnc1-c1cnccn1,-1.2,i
CC12CC(c3ccccc3O1)N(C(=O)c1ccco1)C(=O)N2c1ccccc1 (stereo not drawn),-0.28,i
OCCC1CN(Cc2cccn2-c2nccs2)CCN1CCc1ccccc1 (stereo not drawn),0.14,i
CCCCN(C(=O)c1cccc(-n2cccc2)c1)c1c(N)n(CCCC)c(=O)[nH]c1=O,-0.11,i
CCC(Sc1ccccc1C(=O)O)C(=O)O (stereo not drawn),-1.3,i
O=C(Nc1ccncc1)c1cc2ccccc2cc1O,-0.85,i
Cc1ccc(S(=O)(=O)N2CCCCC2)cc1NC(=O)c1ccc2c(=O)n3c(nc2c1)CCCCC3,-1.1,i

Full records, quoted from the list. Order of screens: Kir21 inh, KCNQ2 inh
CCn1c(SCC(=O)Nc2ccccc2Br)nnc1-c1cnccn1 is listed as -1.2, i
Cc1ccc(S(=O)(=O)NCc2ccc(C(=O)NCCCN3CCC(Cc4ccccc4)CC3)cc2)cc1 is listed as -3.9, i
CCC1CCCCN1Cc1nc2ccccc2c(=O)n1CC(C)=O (stereo not drawn) is listed as 0.88, i
O=C(NCc1cccs1)c1ccccc1C(=O)NCc1cccs1 is listed as -1.6, i

The results go on:
SMILES,Kir21 inh,KCNQ2 inh
Cc1cc(C2N=C(N)Nc3nc4ccccc4n32)c(C)n1-c1ccccc1Cl (stereo not drawn),-0.19,i
CC(C)c1ccc(NC(=O)COC(=O)/C=C/c2cccc(Br)c2)cc1,-0.87,i
COc1ccc(C(=O)C2CCN(C(=S)Nc3ccc(F)cc3)CC2)cc1,-0.02,i
CCOC(=O)CNS(=O)(=O)CCN1C(=O)c2ccccc2C1=O,0.41,i
O=C(CNS(=O)(=O)c1ccccc1F)Nc1ccc(N2CCOCC2)cc1,0.76,i
COc1cccc(CN2CC(C(=O)NCc3cccc(Cl)c3)CCC2=O)c1 (stereo not drawn),1.2,i
COCCNC(=O)C(C)Oc1ccccc1 (stereo not drawn),-0.38,i
N#C/C(=C(/O)CSc1ccccc1C(=O)O)c1nc2ccccc2s1,-2.5,i
Cc1ccc(C)c(C(C)NC(=O)c2ccncc2)c1 (stereo not drawn),0.1,i
Fc1ccccc1-c1[nH]ncc1-c1nnnn1-c1ccccc1,-1.8,i
CCOC(=O)COc1ccc(Br)cc1/C=C\c1[nH]c(=O)[nH]c(=O)c1[N+](=O)[O-],0.39,i
CCCC(C)C(=O)Nc1ccc(S(=O)(=O)Nc2nccc(C)n2)cc1 (stereo not drawn),1.2,i
CCc1ccc(-c2nc(CS(=O)CC(=O)NCc3ccc4c(c3)OCO4)c(C)o2)cc1 (stereo not drawn),2,i
CC(C)OC(=O)c1cc2ccccc2oc1=O,0.6,i
CN(C)S(=O)(=O)c1cccc(NC(=O)c2cc3c(cc2Cl)N2CCCCCC2=NS3(=O)=O)c1,0.47,i
O=C(OCc1nc2ccc(Cl)cc2n1CCO)c1ccc(O)cc1,-0.18,i
NC(=O)NC(=O)c1nccnc1C(=O)O,0.68,i
COc1ccc(Nc2c(-c3ccco3)nc3ccc(C)cn23)cc1,1.1,i
COc1cccc(/C=C(/CC(=O)Nc2ccc(N3CCOCC3)cc2)c2nc3ccccc3s2)c1,0.92,i
CC(=O)c1ccc(NC(=O)NC2CCCCCCC2)cc1,0.41,i
COc1cc(S(=O)(=O)Nc2cccc(C)c2)ccc1NC(=O)c1ccncc1,-0.12,i
CCOc1ccc(OCCC(=O)OCC(=O)Nc2cc(OCC)c(N3CCOCC3)cc2OCC)cc1,-2.4,i
COc1ccc(Nc2nc(NCc3ccco3)nc(N3CCOCC3)n2)cc1,-0.75,i
Cc1[nH]c2ccccc2c1C(=O)C(=O)N1CCOCC1,0.49,i
O=C(Cc1ccccc1)NC(=S)Nc1ccc(N2CCCCC2)cc1,1.9,i
Cc1ccc(OCc2nnc(SCC(=O)NCc3ccco3)n2C)cc1,-1.6,i
Cc1cc(C(F)F)n2ncc(C(=O)NCc3ccc(F)cc3)c2n1,-0.23,i
O=C(Nc1ccc(NS(=O)(=O)c2ccccc2)cc1)c1ccc(Cl)cc1,-0.03,i
Cc1ccc(C(=O)N/C(=C/c2cccc([N+](=O)[O-])c2)C(=O)NCC2CCCO2)cc1 (stereo not drawn),0.56,i
O=C(NCCCN1CCOCC1)c1cc(-c2ccc(F)cc2)on1,1.3,i
O=[N+]([O-])c1ccc(N/N=C/c2cccs2)nc1,0.48,i
COc1ccc(N2C(=O)CC(SCCc3nc4ccccc4[nH]3)C2=O)cc1 (stereo not drawn),-1.8,i
CC(=O)N/C(=N/c1nc(C)cc(C)n1)Nc1ccc(F)cc1F,-0.56,i
Cc1ccc2c(c1)NC(=O)C(CC(=O)NCCCN1CCCCC1)O2 (stereo not drawn),-1.2,i
Cc1cc(C)c(NC(=O)CSc2nccn2C)c(C)c1,0.34,i
CC(C)(C)NC(=O)NC12CC3CC(CC(C3)C1)C2,-1.1,i
O=C(O)/C=C/C(=O)Nc1ccccc1C(=O)Nc1ccccc1,0.01,i
CC1CNCCN1S(=O)(=O)c1cccc2cnccc12 (stereo not drawn),-0.25&-0.04,i
Cc1ccccc1NC(=O)c1sc(NC(=O)COc2ccccc2)c(C#N)c1C,-1.1,i
CCOC(=O)C(C(C)=O)c1nc(C)nc2c1nnn2Cc1ccccc1Cl (stereo not drawn),-1.7,i

Shown as a hit in KCNQ2 inh, among the entries above:
SMILES,Kir21 inh,KCNQ2 inh
Cc1ccc(-c2nc3ccccc3c(=O)n2NC(=O)COc2ccccc2)cc1,-1.1,-6.8*

Continuation:
SMILES,Kir21 inh,KCNQ2 inh
O=C(N/N=C/c1ccccn1)c1ccc(NC(=O)c2cccc([N+](=O)[O-])c2)cc1,-0.15,i
CC1CCN(C(=O)CSc2nnc(CNc3ccc(F)cc3)n2Cc2ccco2)CC1,-2.8,i
COC(=O)[C@@]12CCCCN1[C@H](c1ccc(-c3ccc(C(C)=O)cc3)c(OC)c1)[C@@H]1C(=O)N(C)C(=O)[C@@H]12,-0.88,i
CN(C)c1ccc(C(CC(=O)O)C(=O)O)cc1 (stereo not drawn),0.01,i
CN(CC(=O)Nc1cccc(F)c1)C(=O)c1ccc(-c2cccc(C(F)(F)F)c2)o1,-3.2,i
Cc1cc(C)n(CC(=O)N2CCCC(N3CCN(c4ccc(F)cc4)CC3)C2)n1 (stereo not drawn),0.17,i
Cc1ccccc1-n1c(O)cc(=O)[nH]c1=S,-0.39,i
CC(C)CCOc1cccc(OCC(=O)Nc2ccncc2)c1,-0.05,i
Cc1ccc(N2C(=O)N(CC(=O)Nc3ccc(C)cc3C)C(=O)C2C)cc1 (stereo not drawn),-2.2,i
Fc1ccccc1N1CCN(CC2CC3C=CC2C3)CC1 (stereo not drawn),-2.4,i
CCC(C)Nc1nc(-c2cccc(OC)c2O)nc2ccccc12 (stereo not drawn),0.89,i
O=S(=O)(c1cnc(Cl)c(Br)c1)N1CCCCCC1,2.1,i
CC(=O)Oc1ccc2ccc(=O)oc2c1,-0.3,i
Cc1cc(C)cc(OCCn2nnc3ccccc32)c1,-0.14,i
S=c1[nH]c(-c2ccccc2)cn1/N=C/c1cccc2ccccc12,1.4,i
COc1ccc2[nH]c3c(c2c1)CCN1C(=O)N([C@@H](C)C(=O)NCc2ccccc2OC)C(=O)[C@]31C,-0.06,i

High-throughput results deposited in PubChem by Johns Hopkins Ion Channel Center.
